Assay outcomes from PubChem.
CendR NRP1 mod: modulators of CendR peptide binding to human neuropilin-1. O14786. inhibition, % at 25 µM. actives 0.85% (n = 360,000). AID 602438. FAM-RPARPAR peptide binding to NRP-1, fluorescence polarization;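 active means inhibition or corrected inhibition above about 18%, plus a signal ratio from 0.5 to 1.5, limit read from the data, passing the limit was not always enough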; further: strong numbers were not always called active
Target sequence (O14786 whole entry, looked up): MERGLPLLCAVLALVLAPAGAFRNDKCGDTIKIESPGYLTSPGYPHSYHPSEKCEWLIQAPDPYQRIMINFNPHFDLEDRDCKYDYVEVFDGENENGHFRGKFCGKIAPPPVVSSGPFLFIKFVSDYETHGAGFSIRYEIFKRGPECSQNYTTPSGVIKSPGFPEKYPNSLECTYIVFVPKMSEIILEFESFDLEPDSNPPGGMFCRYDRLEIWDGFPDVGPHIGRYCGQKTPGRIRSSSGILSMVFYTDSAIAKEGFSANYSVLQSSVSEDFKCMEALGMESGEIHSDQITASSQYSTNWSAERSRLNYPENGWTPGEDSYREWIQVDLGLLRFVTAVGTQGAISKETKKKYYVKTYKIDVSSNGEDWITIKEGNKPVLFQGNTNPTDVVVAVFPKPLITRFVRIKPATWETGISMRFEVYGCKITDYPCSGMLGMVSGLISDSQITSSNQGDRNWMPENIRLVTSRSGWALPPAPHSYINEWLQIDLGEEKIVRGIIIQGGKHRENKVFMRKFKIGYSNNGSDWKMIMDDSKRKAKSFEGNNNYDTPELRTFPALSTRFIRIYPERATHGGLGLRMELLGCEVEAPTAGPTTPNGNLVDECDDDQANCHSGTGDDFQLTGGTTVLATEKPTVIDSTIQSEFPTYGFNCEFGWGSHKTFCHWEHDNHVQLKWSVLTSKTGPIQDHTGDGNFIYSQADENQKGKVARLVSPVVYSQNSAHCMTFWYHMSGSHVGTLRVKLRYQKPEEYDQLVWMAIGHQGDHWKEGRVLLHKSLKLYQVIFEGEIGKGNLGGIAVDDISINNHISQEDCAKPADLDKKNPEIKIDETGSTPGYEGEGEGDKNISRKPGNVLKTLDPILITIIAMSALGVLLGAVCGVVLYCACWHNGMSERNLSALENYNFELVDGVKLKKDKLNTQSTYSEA
eLon inh: inhibits E. coli Lon protease; purified E. coli Lon protease, fluorescence polarization; inhibition, % at 7.94 µM; actives 0.42% (n = 360,000); in the data active means inhibition above about 13%, passing the limit was not always enough;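 further: 0% = enzyme with probe and DMSO and 100% = no enzyme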
PABP1 MLLE inh: blocks PAM2 peptide binding to the PABP1 MLLE domain; GST-MLLE / FITC-PAM2 fluorescence polarization; inhibition, % at 20 µM; actives 0.36% (n = 360,000); AID 588489; in the data active means inhibition above about 35%, passing the limit was not always enough;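 further: plate controls were DMSO wells with GST-MLLE for no effect and wells lacking GST-MLLE protein for full effect; some results filed as inactive read as strong as hits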
MsrA act: bovine methionine sulfoxide reductase A activation; purified bovine MsrA, absorbance read-out; activation, % at 10.6 µM; actives 0.3% (n = 360,000); AID 602163; in the data active means activation above about 7.5%;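 further: 0% = vehicle and 100% = reference activator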
SKN-1 block: blocks SKN-1 activity in C. elegans | C. elegans VP596 Pgst-4::GFP/RFP ratio, acrylamide-induced, 24 h | inhibition, % at 21.8 µM | actives 0.49% (n = 360,000);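 active means interference check ratio from 0.5 to 1.5 plus GFP to RFP signal ratio inhibition reaching or exceeding a fixed threshold, cut at about 30% in these data, passing the limit was not always enough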; further: some compounds called inactive have numbers as strong as hits
FAS-TE inh: blocks the thioesterase domain of human fatty acid synthase; P49327; recombinant FAS-TE, OMFH fluorogenic substrate, fluorescence endpoint; inhibition, % at 15 µM; actives 0.67% (n = 360,000); AID 602261;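 active means compounds whose normalised, plate-corrected inhibition of enzyme fluorescence in the single-dose primary screen is 50% or more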;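 further: 0% = DMSO with enzyme and 100% = substrate without enzyme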
TbMetRS inhib: blocks T. brucei methionyl-tRNA synthetase activity. actives 0.4% (n = 360,000). purified T. brucei MetRS, ATP depletion, Kinase-Glo luminescence. AID 624268. inhibition, % at 11.9 µM;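 active means inhibition above a per-plate cutoff of the control wells' mean inhibition plus 3 SD, cut at about 5.5% in these data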;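 further: 0% = DMSO wells median and 100% = median of wells with control inhibitor compound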
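Dosing: 11.9 µM compound single dose, 0.9% DMSO; Assay system: purified T. brucei MetRS enzyme; Measured by: Kinase-Glo luciferase luminescence reporting remaining unconsumed ATP; Schedule: 15 min plus 2 h at 25 °C.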
MT1-MMP act inh: inhibitors of human MT1-MMP activation | P50281 | HT1080 RFP-PRO-GFP cells, GFP/RFP ratio fluorescence, overnight; percent of plate control window, DMSO zero | GFP/RFP ratio change, % at 20 µM | actives 0.061% (n = 360,000) | AID 651647;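 active means GFP/RFP ratio change of at least 30% with cell ATP level not reduced by more than half and red fluorescence within 50% of control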; further: strong numbers were not always called active
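Assay system – RFP-PRO-GFP reporter HT1080 cells · Compound dosing – single dose of 20 µM compound, 1% DMSO final · Incubation – overnight compound exposure at 37 °C · Measure – GFP/RFP fluorescence ratio · Benchmarks – DMSO wells and RFP-L50D-GFP cells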
MsrA inhibitor: inhibits bovine methionine sulfoxide reductase A | purified bovine MsrA, absorbance read-out | inhibition, % at 15.5 µM | actives 0.75% (n = 360,000); in the data active means inhibition above about 4.5%;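 further: 0% = vehicle wells with enzyme and 100% = reference inhibitor wells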
* hit, by the source's call; . = no result given.

SMILES	CendR NRP1 mod	eLon inh	PABP1 MLLE inh	MsrA act	SKN-1 block	FAS-TE inh	TbMetRS inhib	MT1-MMP act inh	MsrA inhibitor
Cc1ccc(S(=O)(=O)Nc2nc(C)c(C)s2)cc1	15	-6	7	-2	9	-7	0.0	1	-0.8
Cc1ccc(C2C(C(=O)c3cc4ccccc4o3)=C(O)C(=O)N2c2cc(C)on2)cc1 (stereo not drawn)	-12	-10	5	-2	-8	-1	-0.3	-2	2.0
CCCCC(=O)Oc1cc(C)[nH]c(=O)c1[N+](=O)[O-]	6	2	-6	-3	1	-8	-0.2	-1	0.5
CCc1nnc(NC(=O)c2ccc(S(=O)(=O)N3CCCCC3C)cc2)s1 (stereo not drawn)	2	-7	-3	-1	2	-5	-0.2	1	-0.2
Cc1ccc(C2/C(=C(/O)c3ccc(OC(C)C)cc3)C(=O)C(=O)N2CCN2CCOCC2)cc1 (stereo not drawn)	-16	-12	9	-11	-9	2	0.8	4	1.0
CC1=C(C(=O)Nc2ccccc2)C(c2ccco2)C(C#N)=C(SCC(=O)OC(C)C)N1 (stereo not drawn)	-27	-9	16	1	7	18	-0.2	-3	.
O=C(O)c1ccc2c(=O)n3c(nc2c1)/C(=C/c1ccccc1OC(F)F)CC3	5	-4	-4	-3	-6	-1	-1.2	2	2.1
O=c1cc(-c2ccc(O)cc2)oc2c(C3O[C@H](CO)[C@@H](O)[C@H](O)[C@H]3O)c(O)cc(O)c12 (stereo partly drawn)	2	-8	4	1	-1	-3	-0.3	5	3.6
COc1ccc2nc(N3CCCC(O)C3)c(C#N)cc2c1 (stereo not drawn)	8	1	11	20*	-6	-4	0.1	-8	-0.1
Cc1ccc(C2=[N+]([O-])C(C)(C)N(O)C2(C)C)cc1	2	-2	5	-6	7	-17	-0.5	3	1.7
C=C(C)C1CC=C(C)/C(=N/NC(=O)c2ccoc2C)C1 (stereo not drawn)	3	-8	7	3	6	-3	-1.2	0	-0.4
COc1ccc2ccc(OC)c(/C=N/NC(=O)c3cc4ccccc4o3)c2c1	-7	-13	-2	0	-6	28	-0.3	5	2.0
Cc1cc(NS(=O)(=O)c2ccc(NC(=O)CCN3C(=O)c4ccccc4C3=O)cc2)no1	-8	4	-9	3	-3	-8	0.1	7	.
O=C(Nc1c(F)cc(F)cc1Br)c1cc2nc(C(F)F)cc(C(F)F)n2n1	14	-5	2	-4	-5	4	-0.4	6	-0.2
O=[N+]([O-])c1ccc(Sc2ccccn2)nc1	0	-8	0	-4	-3	-2	-0.5	-2	3.7
CC(=O)Nc1ccc(S(=O)(=O)NCC(=O)OCC(=O)NNC(=O)c2ccccc2)cc1	4	6	13	0	5	-6	-0.3	1	-1.2
O=C(NCCN1CCN(C(=O)c2cccs2)CC1)C(=O)Nc1ccc(Br)cc1	1	-8	10	-11	-12	-10	-0.7	5	-0.9
NNC(=O)CSc1c(-c2cccs2)[nH]c2ccccc12	-2	2	-14	-3	-2	-6	-0.4	4	1.6
Brc1ccc(CSc2nnc(Cc3c[nH]c4ccccc34)o2)cc1	-3	-2	-24	-6	-3	31	1.5	-5	-0.3
O=C(Cn1cnc2c(oc3ccccc32)c1=O)NCCc1ccccc1	-13	2	-4	0	9	-1	-0.3	-1	1.2
Cc1nn(C(=O)C(C)N2C(=O)c3ccccc3C2=O)c(C)c1Br (stereo not drawn)	10	0	5	0	-13	8	-0.8	1	0.1
Cc1ccc(C(=O)N2CCC3CC2c2cc(-c4ccc5c(c4)OCO5)ccc23)cc1 (stereo not drawn)	4	-6	-5	-1	-5	14	0.8	-1	-1.8
CN(C)CCN(C(=O)c1cccc(N2C(=O)CCC2=O)c1)c1nc2ccc(Br)cc2s1	-2	-3	2	0	-1	-1	-0.1	1	-0.1
COc1ccc(S(=O)(=O)Nc2cccc3c2O[C@H](CN(C)C(=O)Nc2ccc(C(F)(F)F)cc2)[C@@H](C)CN([C@H](C)CO)C3=O)cc1	19	-7	-3	6	-1	29	-0.1	4	0.1
COc1cccc(C2=NOC(C(=O)N3CCc4ccccc4C3)C2)c1 (stereo not drawn)	11	-3	5	-3	3	6	-0.3	4	-0.3
CCOC(=O)C1CCCN(C(=O)C2CCCN(S(C)(=O)=O)C2)C1 (stereo not drawn)	-6	-1	18	0	13	-5	0.5	0	0.3
Cc1[nH]c2ccccc2c1C(=O)C(=O)NCc1ccncc1	-8	-3	8	0	-3	-8	0.2	-1	0.7
Cc1c(NC(=S)NC(=O)c2cccc([N+](=O)[O-])c2)c(=O)n(-c2ccccc2)n1C	-4	3	13	-10	2	-1	-0.6	0	0.8
CC(Oc1ccc(F)cc1F)C(=O)NNC(=S)NCC1CCCO1 (stereo not drawn)	12	-5	-25	-1	8	-4	-0.2	-2	-0.5
COC(=O)C1=C(C)NC2=C(C1c1ccc(O)cc1)S(=O)(=O)c1ccccc12 (stereo not drawn)	17	14	3	0	11	2	-1.6	3	0.8
O=C(c1csc2ccccc12)N1CCCCCC1	-1	-2	-5	-1	-16	-10	-0.5	3	-1.2
Cc1ccccc1N1CCN(C2CCCN(C(=O)c3cn4cccc(C)c4n3)C2)CC1 (stereo not drawn)	7	9	-1	-6	-3	-2	0.1	2	0.2
CCC(C)N(C)C(=O)c1cc2ccccc2c(-c2ccccc2Cl)n1 (stereo not drawn)	-14	4	3	-5	-7	3	-1.4	0	-0.3
O=C(NNC(=S)Nc1ccccc1)c1cccs1	1	-8	4	-5	4	-12	-0.8	-4	-0.2
C[C@H](NS(=O)(=O)c1ccccc1F)C(=O)OCC(=O)Nc1ccc2c(c1)OCCO2	-30	-3	10	-3	10	-4	-0.2	2	0.5
Cc1ccccc1S(=O)(=O)NC(=O)C1(C)CCN1C(=O)c1cccc2ccccc12 (stereo not drawn)	3	-1	2	-1	-7	-6	0.2	4	-0.7
C=CCN(CC=C)Cc1cc(=O)oc2cc(OC)ccc12	11	-11	0	0	17	0	0.0	3	0.5
CS(=O)c1ccccc1-c1nc(-c2cc(C(F)(F)F)cc(C(F)(F)F)c2)no1 (stereo not drawn)	-6	-4	-5	-6	14	2	-0.4	-1	0.7
Cc1ccc(C(=O)O/N=C(\N)c2ccc(C(F)(F)F)cn2)cc1	12	0	-1	-2	-1	-4	0.6	0	1.6
Cc1ccc(C)c(NC(=S)N(CCc2nc3cc(C)c(C)cc3[nH]2)Cc2cccnc2)c1	-16	-3	-89	3	0	0	-0.4	6	0.1

Exported with values under each structure: entries from further up.
Results follow in this order: CendR NRP1 mod	eLon inh	PABP1 MLLE inh	MsrA act	SKN-1 block	FAS-TE inh	TbMetRS inhib	MT1-MMP act inh	MsrA inhibitor
Cc1ccccc1S(=O)(=O)NC(=O)C1(C)CCN1C(=O)c1cccc2ccccc12 (stereo not drawn)
→ 3	-1	2	-1	-7	-6	0.2	4	-0.7
C=CCN(CC=C)Cc1cc(=O)oc2cc(OC)ccc12
→ 11	-11	0	0	17	0	0.0	3	0.5
CS(=O)c1ccccc1-c1nc(-c2cc(C(F)(F)F)cc(C(F)(F)F)c2)no1 (stereo not drawn)
→ -6	-4	-5	-6	14	2	-0.4	-1	0.7

The listing continues:
SMILES	CendR NRP1 mod	eLon inh	PABP1 MLLE inh	MsrA act	SKN-1 block	FAS-TE inh	TbMetRS inhib	MT1-MMP act inh	MsrA inhibitor
CCCCN(C(=O)c1ccc(NC2CC2)c([N+](=O)[O-])c1)c1c(N)n(CCCC)c(=O)[nH]c1=O	-14	-4	0	-4	17	-4	-0.1	4	-0.2
Cc1ncoc1C(=O)N1CCCC(C(=O)c2ccc(-c3ccccc3)c(F)c2)C1 (stereo not drawn)	-14	-1	-5	-3	-8	9	0.1	5	-0.4
CC(C)(CNC(=O)c1cc(Cl)c(O)c(Cl)c1)N1CCCCC1	7	5	4	-11	7	-6	0.0	-3	-0.6
COc1ccc(-c2ccc(CN3C(C)C(=O)N(Cc4cn(CCC5OCCCO5)nn4)CCS3(=O)=O)cc2)cc1 (stereo not drawn)	7	-4	3	-3	2	5	-0.6	0	-1.7
CCC(C)n1c(/C=C/c2ccccc2)nc2ccccc21 (stereo not drawn)	4	-10	11	-3	12	17	-0.5	-7	2.9
Cc1nn(-c2ccccc2)c(C)c1NC(=O)COc1ccc(Cl)cc1Cl	-7	-7	10	-3	9	0	0.5	-10	0.6
CCCCN(CCCC)Cc1cc(=O)oc2cc(C)cc(C)c12	-3	-5	-7	-2	-11	11	-0.3	-3	1.3
O=C(O)c1ccc(-n2cccn2)c([N+](=O)[O-])c1	-12	-2	2	-15	-5	-5	-2.0	.	3.9
N/C(=N\OC(=O)Cc1ccc([N+](=O)[O-])cc1)c1ccccn1	-1	1	-1	-9	0	1	-0.8	0	-1.1
Cc1cc2c(cc1C)CSC(c1ccccc1OC(=O)C(C)C)SC2	-3	-2	-12	-4	26	11	-0.1	-2	1.4
CCOC(=O)N1CCN(C(=O)c2ccc3nc(N4CCC(C)CC4)sc3c2)CC1	-5	-3	17	1	5	-9	-0.2	2	0.4
COc1cc(C(=O)Nc2cc(OC)c(OC)c(OC)c2)ccc1OCc1c(C)noc1C	13	-1	14	0	6	-3	-0.1	5	-1.1
Cc1cc(C)cc(NC(=S)N(CCCN2CCN(C)CC2)Cc2cccs2)c1	0	0	-38	-3	-9	-5	-0.5	0	2.0
CCN(CC(=O)Nc1ccc(NC(C)=O)cc1)C(=O)c1cc([N+](=O)[O-])ccc1Sc1ccc(Cl)cc1	14	-10	4	-3	8	29	-0.1	-2	3.3
Cc1ccc(-n2c(SCC(=O)Nc3ccc4c(c3)OCO4)nnc2-c2cccs2)cc1	-4	-7	-52	0	-13	8	-0.4	0	0.1
Cc1ccc(SCC(=O)Nc2ccc(S(=O)(=O)Nc3nccs3)cc2)cc1	-38	-15	-11	-8	5	-6	-0.7	0	-0.8
O=c1oc(/C=C/c2ccccc2)nc2ccccc12	4	10	-2	-15	5	17	-1.0	8	3.1
CN(Cc1ccccc1)C(c1cc2ccccc2o1)c1nnnn1C(C)(C)C (stereo not drawn)	-2	5	.	-4	2	20	-1.1	-3	2.2
Cc1ccc(S(=O)(=O)N2CCN(C(=O)c3cc(C4CC4)nn3-c3ccccc3)CC2)cc1	-4	2	-11	-5	21	20	-0.5	-2	-0.3
CCCN(CC(=O)Nc1ccccc1C)C(=O)COC(=O)CSc1ccc([N+](=O)[O-])cc1	3	4	40*	1	12	18	-0.4	-2	2.2

Entries listed above shown as hits in MsrA act:
smiles	CendR NRP1 mod	eLon inh	PABP1 MLLE inh	MsrA act	SKN-1 block	TbMetRS inhib	MT1-MMP act inh	MsrA inhibitor
COc1ccc2nc(N3CCCC(O)C3)c(C#N)cc2c1 (stereo not drawn)	8	1	11	20*	-6	0.1	-8	-0.1

New compounds follow:
SMILES	CendR NRP1 mod	eLon inh	PABP1 MLLE inh	MsrA act	SKN-1 block	FAS-TE inh	TbMetRS inhib	MT1-MMP act inh	MsrA inhibitor
O=C(CSc1nc(-c2ccco2)cc(C(F)(F)F)n1)Nc1ccc2c(c1)CCC2	-1	-3	-6	-12	7	4	-1.6	-8	2.0
COC(=O)N1[C@H](C)C=C[C@]1(Cc1ccccc1)C(=O)O	-8	1	3	-14	-9	-5	0.0	-1	0.2
C=CCN1C(=O)C(CC(=O)NCC)SC1=Nc1cc(Cl)ccc1Cl (stereo not drawn)	2	3	2	0	0	6	-1.0	-2	-0.2
CSc1ccccc1NC(=O)CN1C(=O)C2CC=CCC2C1=O (stereo not drawn)	-10	-17	-1	-2	5	-7	-0.1	6	-0.1
C=CCOc1ccc2ccccc2c1CNc1ncn[nH]1	-6	-4	-18	0	7	-8	-0.3	-3	1.1
Cc1cc([N+](=O)[O-])ccc1NC(=O)c1csc(C)c1C	1	0	0	-1	4	10	-0.3	0	-0.3

Not a hit list; any-hit rate near 4%.
